SMN2 splice up = qHTS Assay for Enhancers of SMN2 Splice Variant Expression | Potency, µM (series often up to 46.1 µM), inactives show top-dose activity change, positive = activation, actives largely listed as activators | 210,000 compounds, 2.8% hits | HEK293 SMN2-luciferase splicing reporter, luminescence, 30-36 h; note: % of control where 0% means no effect; nearly all actives have a fitted effect of over 55% in size
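qHTS luciferase splicing reporter: luminescence rises when SMN2 exon 7 is included in transfected HEK293 cells. Compound exposure lasted 30-36 h at 37C, with 4.5 mM final sodium butyrate as control, followed by a ONE-Glo read.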
aGal spleen mod = qHTS Assay for Inhibitors and Activators of Human alpha-Galactosidase From Spleen Homogenate. human spleen homogenate, 4MU-alpha-Gal fluorescence, 40 min. 240,000 compounds, 0.008% hits. Alpha-galactosidase A (Homo sapiens), P06280. Potency, µM (doses to about 80 µM), inactives show top-dose activity change, negative = inhibition, most hits filed as inhibitors;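 note: 0% = enzyme with vehicle and -100% = no enzyme basal signal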
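Spleen homogenate 1 ug + cpd (titration) + 4-MU-alpha-D-galactopyranoside 1 mM; 37C 40 min; 50 mM citrate/phosphate pH 5.0, 0.01% Tween-20; stop pH 10; fluorescence 365/440; AC50 via Hill.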
GAA glycogen = qHTS Assay for Inhibitors and Activators of Human alpha-Glucosidase Cleavage of Glycogen; 300,000 compounds, 0.38% hits; recombinant GAA, glycogen substrate, Amplex Red glucose oxidase fluorescence; Lysosomal alpha-glucosidase (Homo sapiens), P10253; Potency, µM (series often up to 76.4 µM), without a hit: at the top dose activity change, negative = inhibition, usual class: inhibitors;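 note: 0% = full enzyme reaction and -100% = no-enzyme basal signal; the screen sought inhibitors and activators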
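qHTS, 1536-well; enzyme 4 nM final; cpd up to 77 uM; substrate bovine liver glycogen 30 ug; 50 mM citrate/phosphate pH 5.0, 0.01% Tween-20; 37 C, 40 min; Amplex Red detection 45 min RT; Hill fit → AC50.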
ALDH1A1 inh = qHTS Assay for Inhibitors of Aldehyde Dehydrogenase 1 (ALDH1A1); Aldehyde dehydrogenase 1A1 (Homo sapiens), P00352; Purified ALDH1A1, NADH fluorescence, propionaldehyde substrate; Potency, µM (titrated, usually from 75.3 µM), inactives show top-dose activity, negative = inhibition, hits mostly inhibitors; 220,000 compounds, 7.3% hits; active = well fitted inhibition curve with a large enough effect, not every such curve was filed as active; inconclusive = small, poorly fitted or top-dose-only effect, or another doubt; inactive = no such curve, though single readings can be large or run the other way;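 note: plate controls were no enzyme wells and a reference inhibitor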
Target sequence (P00352 whole entry, looked up): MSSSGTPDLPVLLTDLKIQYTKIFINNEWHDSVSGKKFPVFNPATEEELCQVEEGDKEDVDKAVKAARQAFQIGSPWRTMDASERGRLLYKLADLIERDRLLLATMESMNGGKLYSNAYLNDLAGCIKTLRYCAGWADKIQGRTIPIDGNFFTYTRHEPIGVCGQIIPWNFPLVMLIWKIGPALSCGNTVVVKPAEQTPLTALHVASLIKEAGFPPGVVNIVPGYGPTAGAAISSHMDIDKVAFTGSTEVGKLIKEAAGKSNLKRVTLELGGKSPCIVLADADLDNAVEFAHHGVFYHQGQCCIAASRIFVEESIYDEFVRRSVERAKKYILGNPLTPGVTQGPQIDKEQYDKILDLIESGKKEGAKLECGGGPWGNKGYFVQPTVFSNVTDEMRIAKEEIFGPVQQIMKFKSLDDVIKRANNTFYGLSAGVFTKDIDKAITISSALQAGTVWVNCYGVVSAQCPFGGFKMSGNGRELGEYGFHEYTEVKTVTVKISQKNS
GAA spleen mod = qHTS Assay for Inhibitors and Activators of Human alpha-Glucosidase From Spleen Homogenate; Lysosomal alpha-glucosidase (Homo sapiens), P10253; human spleen homogenate, 4-MU-alpha-glucoside fluorescence; Potency, µM (series often up to 79.9 µM), for the others: at the top dose activity change, negative = inhibition, most hits filed as inhibitors; 240,000 compounds, 0.006% hits;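 note: 0% = enzyme with vehicle and -100% = no enzyme basal signal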
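Human spleen homogenate (1 ug) incubated with compounds and 1 mM 4-methylumbelliferyl-alpha-D-glucopyranoside in pH 5.0 citrate/phosphate buffer, 37 C, 40 min. Stopped at pH 10; 4-MU fluorescence (Ex 365/Em 440 nm); AC50 by Hill fit.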
GoLoco inh red = qHTS Assay for Inhibitors of RGS12 GoLoco Motif Activity (Red Fluorophore); Guanine nucleotide-binding protein G(i) subunit alpha-1 (Homo sapiens), P63096; Gai1:RGS12 GoLoco peptide FP, rhodamine, 10 min; Potency, µM (series often up to 61.6 µM), for the others: top-dose activity, negative = inhibition, actives largely listed as inhibitors; 230,000 compounds, 0.44% hits; AID 880, 2007; active = well fitted inhibition curve with a large enough effect, not every such curve was filed as active; inactive = no such curve, though single readings can be large or run the other way; note: % is set by controls: 0 for no effect and ±100 for the full control effect; nearly all actives have a fitted effect of over 30% in size; many of its hits are not listed in these tables
JMJD2E inh = qHTS Assay for Inhibitors of Human Jumonji Domain Containing 2E (JMJD2E); Lysine-specific demethylase 4E (Homo sapiens), B2RXH2; JMJD2E catalytic domain, FDH-coupled NADH fluorescence (FDH is formaldehyde dehydrogenase); Potency, µM (highest dose often 57.1 µM), for inactives: at the highest dose activity change, negative = inhibition, actives largely listed as inhibitors; 230,000 compounds, 1.6% hits; AID 2147, 2009; active = well fitted inhibition curve with a large enough effect, not every such curve was filed as active; inconclusive = small, poorly fitted or top-dose-only effect, or another doubt; inactive = no such curve, though single readings can be large or run the other way;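 note: 0% = wells with enzyme and -100% = buffer wells without enzyme; nearly all actives have a fitted effect of over 50% in size; many of its hits are not listed in these tables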
Target sequence (B2RXH2 1-337 limits assumed): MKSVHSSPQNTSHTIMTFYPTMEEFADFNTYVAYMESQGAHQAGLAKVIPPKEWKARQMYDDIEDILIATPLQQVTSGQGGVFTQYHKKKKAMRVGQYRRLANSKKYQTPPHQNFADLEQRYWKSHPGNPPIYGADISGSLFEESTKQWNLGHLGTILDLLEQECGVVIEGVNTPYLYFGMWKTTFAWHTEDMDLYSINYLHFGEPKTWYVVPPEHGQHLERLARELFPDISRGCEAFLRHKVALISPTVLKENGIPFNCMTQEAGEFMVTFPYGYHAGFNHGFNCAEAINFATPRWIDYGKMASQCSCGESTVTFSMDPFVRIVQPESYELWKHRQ
GAA inh = qHTS Assay for Inhibitors of Human alpha-Glucosidase as a Potential Chaperone Treatment of Pompe Disease. Lysosomal alpha-glucosidase (Homo sapiens), P10253. purified human GAA, 4-MU-alpha-glucoside fluorescence. Potency, µM (top dose mostly 76.9 µM), without a hit: at the top dose activity change, negative = inhibition, actives largely listed as inhibitors. 200,000 compounds, 0.005% hits. AID 1466, 2008;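 note: plate controls were uninhibited enzyme wells for no effect and no-enzyme background for full effect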
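Human alpha-glucosidase, 4 nM, pre-mixed with test compounds before 400 uM 4-methylumbelliferyl substrate; 20 min room temperature at pH 5.0. Fluorescence read after pH 10 stop; AC50 values from Hill-equation fits.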
* hit, by the source's call; ? = inconclusive; / = no result given; [ ] = another dose, or the depositor's remark. Unless noted, calls come from the whole dose curve; as a rule, active = well fitted curve in the direction sought with a large enough effect; inconclusive = small, poorly fitted or top-dose-only effect, or another doubt; inactive = no such curve, though single readings can be large; an effect the other way counts as inactive or inconclusive. Potency is the fitted concentration of half-maximal effect. Some of the compounds tested; rates above refer to the full screens.

SMN2 splice up	aGal spleen mod	GAA glycogen	ALDH1A1 inh	GAA spleen mod	GoLoco inh red	JMJD2E inh	GAA inh	structure
/	-2%	8%	8%	2%	8%	3%	4%	O=C(Nc1ccccc1Cl)c1cc[n+](Cc2ccc([N+](=O)[O-])cc2)cc1
4%	7%	10%	?	4%	10%	2%	-11%	O=C(/C=C\c1ccc2c(c1)OCO2)NC1(C(=O)Nc2ccc3c(c2)OCCO3)CCCCC1
3%	-4%	?	-11%	-3%	3%	9%	-13%	C/C(CCC(C)C)=N\NC(=S)Nc1cc(S(=O)(=O)N2CCOCC2)ccc1N1CCOCC1
-17%	7%	-7%	?	-2%	-21%	13µM*	-4%	O=C(NCCCO)c1ccc2nc(-c3ccco3)c(-c3ccco3)nc2c1
/	0%	-1%	0%	-1%	2%	5%	?	S=c1[nH]nc(-c2ccccn2)n1/N=C/c1ccc(Cl)cc1
/	0%	-8%	16µM*	-6%	-10%	?	-5%	Cc1ccc(C)c(OCCOCCN2CC(C)OC(C)C2)c1C (stereo unspecified)
2%	-5%	2%	-4%	-22%	-4%	11%	-2%	Cc1ccc(OCC(=O)N2CCCc3ccccc32)cc1
1%	-4%	7%	-4%	-6%	10%	9%	-2%	Cc1ccc2cc(CCNC(=O)C(=O)c3c[nH]c4ccccc34)c(=O)[nH]c2c1
/	2%	-8%	1%	-10%	3%	-2%	/	CC1CN(CC(=O)NN=C(c2ccccc2)c2ccccc2)CC(C)O1 (stereo unspecified)
-23%	6%	-2%	?	0%	0%	5%	-4%	CCCCn1c(Oc2ccc(C(=O)OC)cc2)nc2c1c(=O)n(C)c(=O)n2C
-22%	6%	9%	11µM*	7%	-11%	-3%	3%	CCCCOc1ccc(C(=O)N/C(=C/c2cccc([N+](=O)[O-])c2)C(=O)O)cc1
-6%	2%	-3%	2µM*	-2%	8%	2%	?	COc1ccc(S(=O)(=O)n2nc(OC(=O)C3CCCCC3)cc2N)cc1
/	8%	10%	-8%	-4%	-6%	-30%	9%	Cc1nn(-c2ccccc2)c(Cl)c1C(=O)NC1CCCCC1
13%	-1%	6%	5%	-2%	-3%	-10%	2%	CC(C)CC(c1nnnn1CC1CCCO1)N1CCN(C2CCCC2)CC1 (stereo unspecified)
13%	-5%	9%	6%	-2%	-6%	13%	0%	Cn1c(N)c(Sc2ccc(F)cc2)c(=O)n(C)c1=O
24%	-4%	-10%	-6%	-2%	11%	?	-9%	Cc1sc(=NC(=O)c2ccco2)n(C)c1-c1ccc(Cl)cc1
-23%	-22%	-4%	-2%	-6%	9%	5%	-13%	O=C(NCC1COc2ccccc2O1)C1CCN(S(=O)(=O)c2cccc3nsnc23)CC1 (stereo unspecified)
-6%	4%	1%	?	0%	6%	-4%	5%	Cc1ccccc1C(=O)c1c[nH]c(C(=O)N=CN(C)C)c1
4%	2%	4%	25µM*	-1%	-5%	-5%	-1%	O=C(Cn1c(S(=O)(=O)Cc2ccccc2)nc2ccccc21)N1CCCCC1
0%	3%	-1%	11%	-6%	1%	8%	?	CCCSc1nnc2n(-c3ccccc3OC)c(=O)c3c4c(sc3n12)CCC4
/	-4%	-3%	8%	-1%	0%	11%	-6%	CO/N=C/C(C#N)=C/c1ccc(OC)cc1
-4%	-4%	-2%	4%	-13%	6%	8%	-3%	CC(C)C(NCc1c(Cl)cccc1Cl)C(=O)O (stereo unspecified)
3%	2%	-2%	8%	-1%	-5%	-17%	-1%	CC(C)CNC(=O)C(=O)N/N=C/c1cccs1
/	?	6%	10%	-4%	-7%	4%	-4%	COc1ccc(C(=O)N2CCOCC2)cc1Br
17%	-10%	0%	?	-11%	7%	-2%	-14%	CCN(CC)S(=O)(=O)c1ccc2c(c1)c(=O)c(C(=O)NCCN(C)CCc1ccccc1)cn2C
-19%	0%	-25%	-14%	-3%	-27%	0%	3%	CCOC(=O)C1=C(C)N(C)C(C)=C(C(=O)OCC)C1c1ccccn1
-6%	6%	5%	3%	-6%	4%	0%	-3%	CCn1c(Cc2c(C)[nH]c3ccccc23)nnc1SCC(=O)NCc1ccccc1
-19%	2%	-6%	5%	2%	-9%	?	-1%	CC1CN(S(=O)(=O)c2ccc(C(=O)Nc3nnc(-c4ccccn4)o3)cc2)CC(C)O1 (stereo unspecified)
-22%	8%	6%	6%	-4%	8%	-9%	-6%	O=C(CCCCCn1c(=S)[nH]c2cc3c(cc2c1=O)OCO3)N1CCN(C(=O)c2ccco2)CC1
-14%	1%	16%	6%	-6%	2%	7%	-8%	O=c1[nH]ncn1-c1cccc(C(F)(F)F)c1
/	-27%	?	/	-13%	6%	?	/	COc1cc(/C=N/Nc2cc(C)nc(NS(=O)(=O)c3ccccc3)n2)ccc1O
-32%[inhibitor]	0%	0%	?	1%	8%	-9%	-2%	O=C(Nc1ccc(Cc2ccncc2)cc1)c1ccc(N2CCOCC2)c([N+](=O)[O-])c1
-4%	10%	1%	-4%	7%	9%	4%	9%	COC(=O)CSc1nsc(SCC(=O)OC)c1C#N
-20%	-7%	-10%	14µM*	-9%	-3%	-7%	-2%	COc1cc([N+](=O)[O-])ccc1NC(=O)CCCOc1cccc(C)c1C
/	0%	-11%	/	2%	18%	?	/	Cc1c(CCC(=O)O)c(=O)oc2cc3oc4c(c3cc12)CCCC4
8%	-15%	-8%	?	-24%	9%	-2%	-7%	CCc1cc2c(=O)n(CC)c(SC(C)C(=O)Nc3c(C)n(C)n(-c4ccccc4)c3=O)nc2s1 (stereo unspecified)
3%	-3%	10%	-7%	-6%	5%	-8%	-3%	Cc1c(C(=O)Nc2cccc3cccnc23)oc2ccccc12
14%	-6%	7%	3%	-4%	-2%	-28%	-4%	O=C(O)c1cc(-c2ccc3c(c2)OCO3)nc2ccccc12
-7%	6%	5%	1%	10%	2%	-2%	-4%	Cc1cc(OCCCC(=O)NC2=NCCS2)ccc1Cl
-41%[inhibitor]	1%	5%	2%	1%	-8%	-1%	-4%	Cc1c(NC(=O)COC(=O)C2(c3ccc(F)cc3)CCCC2)c(=O)n(-c2ccccc2)n1C
-4%	-3%	-6%	?	-6%	-4%	?	-13%	COc1cccc2c(=O)n(CC(=O)Nc3ccccc3)ccc12
-5%	4%	-8%	-10%	4%	10%	13%	-11%	Nn1c(SCC(=O)NCc2ccccc2)nnc1C1CC1
-1%	15%	/	-6%	-4%	0%	-4%	-5%	Cc1cc(C)n(-c2cc(N3CCN(S(=O)(=O)c4ccc5ccccc5c4)CC3)ccc2[N+](=O)[O-])n1
-6%	-6%	8%	-4%	-5%	1%	-5%	-4%	CC(C)/C(=N\NC(=O)Nc1ccccc1)c1ccccc1
7%	1%	0%	4%	-1%	8%	4%	-2%	CCCCNC(=O)CN(c1ccc(Cl)c(Cl)c1)S(C)(=O)=O
-28%	-5%	-4%	?	4%	-4%	?	?	Cc1nn2c(NCC(C)C)c3c(nc2c1-c1ccccc1)CCC3
/	-2%	2%	8%	-3%	16%	3%	-5%	OC(c1cc(C(F)(F)F)nc2c(Cl)cc(Cl)cc12)C1CCCCN1 (stereo unspecified)
/	-19%	-7%	10%	-1%	5%	-5%	-9%	CS(=O)(=O)Nc1ccccc1C(=O)c1ccccc1
6%	-5%	-10%	-2%	-2%	-3%	-8%	-2%	Cc1c(NC(=O)CSc2nnc(-c3ccncc3)o2)c(=O)n(-c2ccccc2)n1C
1%	0%	-13%	-1%	-9%	1%	-14%	-12%	O=C(O)CS(=O)(=O)CC(=O)NCc1cccc(C(F)(F)F)c1

Copied from the list:
Value for Nn1c(SCC(=O)NCc2ccccc2)nnc1C1CC1 in JMJD2E inh: 13%
Value for CCCCNC(=O)CN(c1ccc(Cl)c(Cl)c1)S(C)(=O)=O in aGal spleen mod: 1%

(continued)
SMN2 splice up	aGal spleen mod	GAA glycogen	ALDH1A1 inh	GAA spleen mod	GoLoco inh red	JMJD2E inh	GAA inh	structure
22%	0%	3%	11%	-2%	-9%	-1%	-8%	N/C(=N\OC(=O)c1ccc(Cl)cc1Cl)c1ccc(Cl)cc1
-8%	-4%	10%	-8%	-7%	10%	7%	-1%	COc1ccc(CNC(=O)C(c2cccs2)N(C(=O)c2csnn2)C2CC2)cc1 (stereo unspecified)
/	4%	-27%	?	3%	14%	4%	?	COC(=O)c1c(N)sc(Cc2ccccc2)c1C
-1%	-3%	6%	?	-17%	-3%	4%	-5%	Cc1ccc(CN(Cc2ccc(C)o2)C(=S)NCC(=O)O)cc1
-5%	-1%	-12%	1%	-8%	11%	0%	12%	COc1cc(NC(=S)NC2CC(C)(C)NC(C)(C)C2)cc(OC)c1
-13%	2%	11%	4%	1%	-2%	0%	-1%	COc1cc(S(=O)(=O)NC2CCCC2)c(OC)cc1Cl
-63%[inhibitor]	6%	-3%	13µM*	-2%	6%	?	-3%	COc1ccccc1N1CCN(C(=O)c2ccc3nc(-c4ccco4)c(-c4ccco4)nc3c2)CC1
/	5%	2%	11%	2%	/	-3%	?	O=c1/c(=C/c2ccc(O)cc2)sc2n1CCCN=2
12%	-1%	-7%	-1%	-2%	-9%	3%	2%	Cc1onc(-c2ccccc2Cl)c1C(=O)NC(=S)NCc1cccnc1
/	14%	-6%	?	4%	1%	11%	/	COc1cc(O)c2c(c1)OC(c1ccc(O)cc1)CC2=O (stereo unspecified)

Screening data as filed in PubChem BioAssay.
